BioA inh: M. tuberculosis BioA enzyme inhibitors, primary screen, biochemical, plate reader, single point, HTS; purified M. tuberculosis BioA enzyme; inhibition, % at 9.99 µM; 360,000 tested, 0.096% active; 7,8-diaminopelargonic acid synthase BioA (Mycobacterium tuberculosis); in the data active = inhibition above about 40%; inconclusive = no clear call, values can overlap the other calls
FadD28 FP inh: inhibitors of FadD28 bisubstrate probe binding, primary screen, biochemical, fluorescence polarization, single point. 360,000 tested, 0.22% active. Mycobacterium tuberculosis FadD28 fatty-acid-AMP ligase. inhibition, % at 12.5 µM; in the data active = inhibition above about 8.5%, passing the limit was not always enough; inconclusive = no clear call, values can overlap the other calls
MazEF act: activators of E. coli MazEF toxin-antitoxin RNase, primary screen, biochemical, fluorescence, uHTS | Endoribonuclease toxin MazF (Escherichia coli (strain K12)), P0AE70 | FAM/BHQ RNA-DNA oligo cleavage fluorescence, 5 h | activation, % at 20 µM | 350,000 tested, 0.32% active | AID 504720, 2011; in the data active = activation above about 50%
Target sequence (P0AE70 whole entry, looked up): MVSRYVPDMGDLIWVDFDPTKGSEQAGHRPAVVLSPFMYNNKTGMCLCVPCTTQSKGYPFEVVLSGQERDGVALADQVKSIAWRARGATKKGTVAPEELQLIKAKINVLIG
CCHF vOTU inh: CCHFV vOTU protease inhibitors, primary screen, biochemical, Pep-AMC substrate, fluorescence; Crimean-Congo hemorrhagic fever virus L polyprotein viral ovarian tumor (vOTU) protease …; inhibition, % at 11.5 µM; 370,000 tested, 0.55% active; AID 651958, 2012; also: 0% = vehicle wells with enzyme and 100% = no enzyme wells
Mtb FBA inh: Mtb FBA enzyme inhibitors, primary screen, biochemical, fluorescence, strain H37Rv. purified M. tuberculosis FBA, fluorescence read-out. inhibition, % at 1 µM. 360,000 tested, 2.3% active; in the data active = inhibition above about 27%;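 also: 0% = vehicle and 100% = reference inhibitor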
Target sequence (P9WQA3 whole entry, looked up): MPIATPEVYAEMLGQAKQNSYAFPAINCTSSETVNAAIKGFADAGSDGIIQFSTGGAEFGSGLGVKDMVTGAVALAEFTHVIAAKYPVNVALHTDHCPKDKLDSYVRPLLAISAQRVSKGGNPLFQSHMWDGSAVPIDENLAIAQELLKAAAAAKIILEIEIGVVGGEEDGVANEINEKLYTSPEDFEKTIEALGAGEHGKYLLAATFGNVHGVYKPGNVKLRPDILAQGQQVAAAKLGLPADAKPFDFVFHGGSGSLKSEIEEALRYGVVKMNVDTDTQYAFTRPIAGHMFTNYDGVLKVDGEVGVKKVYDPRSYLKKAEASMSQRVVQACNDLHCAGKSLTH
DUSP3 inh: VHR1 phosphatase inhibitors, primary screen, biochemical, absorbance, uHTS; AID 1654, 2009; inhibition, % at 13.3 µM; 290,000 tested, 0.52% active; recombinant VHR phosphatase, pNPP absorbance; in the data active = inhibition above about 50%; also: some compounds called inactive have numbers as strong as hits
Target sequence (P51452 whole entry, looked up): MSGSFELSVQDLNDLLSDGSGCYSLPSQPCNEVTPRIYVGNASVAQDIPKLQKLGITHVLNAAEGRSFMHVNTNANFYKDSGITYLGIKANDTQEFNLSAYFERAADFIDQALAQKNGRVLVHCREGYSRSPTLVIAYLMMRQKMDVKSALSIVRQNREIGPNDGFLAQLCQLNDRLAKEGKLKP
Rv3671c protease: Rv3671c serine protease inhibitors, primary screen, biochemical, fluorescence polarization, M. tuberculosis H37Rv | P9WHR9 | inhibition, % at 5.96 µM | 320,000 tested, 0.048% active; in the data active = inhibition above about 38%;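 also: extracellular domain of Rv3671c used as enzyme; 0% = enzyme with DMSO and 100% = no enzyme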
GDH-TPI inh: GDH-TPI coupling enzyme inhibitors, primary screen, artefact control for M. tuberculosis FBA inhibitor project, biochemical, absorbance, full deck. GDH-TPI coupled enzyme counterscreen, NADH absorbance. inhibition, % at 4.8 µM. 360,000 tested, 1.2% active. AID 588335, 2011;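 also: 0% = DMSO wells and 100% = wells lacking the enzyme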
UGM FP inh: M. tuberculosis UGM enzyme inhibitors, primary screen, biochemical, fluorescence polarization, single point; UDP-galactopyranose mutase (Mycobacterium tuberculosis (strain ATCC 25618 / H37Rv)), …; purified UGM, fluorescence polarization probe displacement; inhibition, % at 10 µM; 320,000 tested, 0.06% active; in the data active = inhibition above about 10%, passing the limit was not always enough; inconclusive = no clear call, values can overlap the other calls
Target sequence (P9WIQ1 whole entry, looked up): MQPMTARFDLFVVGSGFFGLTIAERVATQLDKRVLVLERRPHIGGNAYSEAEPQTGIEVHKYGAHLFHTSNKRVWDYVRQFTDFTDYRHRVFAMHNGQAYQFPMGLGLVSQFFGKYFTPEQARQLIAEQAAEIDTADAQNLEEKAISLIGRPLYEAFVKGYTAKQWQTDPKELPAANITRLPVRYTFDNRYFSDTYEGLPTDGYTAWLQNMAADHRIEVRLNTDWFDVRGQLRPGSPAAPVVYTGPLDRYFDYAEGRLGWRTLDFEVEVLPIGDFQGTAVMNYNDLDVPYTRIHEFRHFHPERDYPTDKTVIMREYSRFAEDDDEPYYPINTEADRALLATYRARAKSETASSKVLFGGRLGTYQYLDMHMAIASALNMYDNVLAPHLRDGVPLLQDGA
BoNT F protease: BoNT/F light chain protease inhibitors, primary screen, biochemical, flow cytometry, MLPCN library. Botulinum neurotoxin type F light chain protease (Clostridium botulinum). Multiplex microsphere protease cleavage assay. inhibition, % at 10 µM. 360,000 tested, 0.22% active. AID 588497, 2011; in the data active = inhibition above about 35%, passing the limit was not always enough; inconclusive = no clear call, values can overlap the other calls; also: plate controls were buffer without enzyme for full effect and enzyme alone for no effect
Numbers without * were called inactive; ? = inconclusive; / = no result given; & = joins results of further samples. Rule as the data show it, unless noted: active = inhibition above about 30%; inactive = the rest.

SMILES	BioA inh	FadD28 FP inh	MazEF act	CCHF vOTU inh	Mtb FBA inh	DUSP3 inh	Rv3671c protease	GDH-TPI inh	UGM FP inh	BoNT F protease
CC(=O)Nc1cc(N=Cc2ccc(O)cc2O)c(Cl)cc1Cl	/	-2.1	130*	/	-2	-1	-10	8	-0.1	4
COc1cccc(/C=C2/CCC(CN(C)C)C2=O)c1 (stereo not drawn)	/	-4.0	2	6	0	/	/	14	/	-4
CCN1CCC(CN2CCNC2=S)CC1	-0.4	-2.0	5	2	2	/	/	3	/	-1
O=C(c1ccc(S(=O)(=O)N2CCCC2)cc1)N1CCCC(C(F)(F)F)C1 (stereo not drawn)	-0.5	0.6	6	-4	1	/	10	2	-2.1	8
CCCCN(C(=O)c1ccc(NC2CC2)c([N+](=O)[O-])c1)c1c(N)n(CC(C)C)c(=O)[nH]c1=O	-0.6	-0.5	-2	-7	1	/	0	1	-1.1	13
O=C(NCc1ccccc1)C1CCCN1S(=O)(=O)c1cccc2cccnc12 (stereo not drawn)	-0.7	0.6	8	4	2	-10	-5	-2	2.1	2
CN1CCN(C(=O)CCN2C(=O)/C(=C/c3cccc(Br)c3)SC2=S)CC1	0.1	-0.7	0	-9	0	-4	-69	8	-0.8	11
NS(=O)(=O)c1ccc(NC(=O)Nc2cccc(Cl)c2)cc1	/	-14	12	-14	-3	7	-41	-4	1.8	-8
O=C(CSc1nc(C2CCCCC2)nc2ccccc12)NCc1ccc2c(c1)OCO2	/	-1.5	-1	9	1	13	5	2	-0.8	-2
Cc1cc(S(=O)(=O)N2CCN(Cc3ccccc3)CC2)c(C)s1	1.5	-3.9	4	5	-2	34	1	7	2.2	-6
Cc1ccc(OCCCC(=O)N2CCOCC2)c(C)c1	/	-0.6	-7	5	3	-30	5	0	-0.7	-7
COc1ccc(C2(C(=O)Nc3ccc(C(=O)O)cc3)CCOCC2)cc1	-0.7	0.9	13	5	-4	-2	6	-1	0.9	-30
Cc1cc(C)cc(CC(=O)N2CCC2(C)C(=O)NS(=O)(=O)c2cccc(OC(F)F)c2)c1 (stereo not drawn)	-1.3	-3.4	/	13	-4	/	/	-7	/	3
CCOC(=O)C(=Cc1ccc(-n2cncn2)cc1)C(=O)OCC	/	0.0	-2	-2	0	-1	-6	-4	-1.3	1
Cc1ccc(NC(=O)C2(C)CCCN2C)cc1C (stereo not drawn)	-0.4	-3.0	/	-6	-4	/	/	7	/	-10
Cc1ccc(S(=O)(=O)N2CCC(C(=O)N3CCCCCCC3)CC2)cc1C	/	-1.6	6	3	0	/	/	13	/	-1
O=C(COc1cccnc1[N+](=O)[O-])Nc1cccc2ccccc12	-0.8	-9.1	2	/	4	/	2	16	-3.4	-4
Cc1cc(=O)n2[nH]c(SCc3ccc(Cl)cc3)nc2n1	-0.6	-4.3	-6	1	3	8	2	-13	4.2	?
C=C1CC[C@@]2(O)[C@H]3Cc4ccc(O)c5c4[C@@]2(CCN3CC2CC2)[C@H]1O5	0.5	-1.6	2	/	1	1	-2	-9	2.0	-3
Cc1cc(C)c(NC(=O)CNC(=O)Cc2sc(C)nc2-c2ccc(F)cc2)c(C)c1	/	-0.2	-7	0	3	/	-11	4	-2.2	2
C[C@]12CC[C@@H]3c4ccc(O)cc4CC[C@H]3[C@@H]1C[C@@H](O)[C@@H]2O	-0.1	1.3	5	-2	4	9	-3	7	0.0	20
COc1ccccc1OCC#CCSc1ncccn1	-0.4	-2.5	2	11	0	44	-5	-5	-4.7	-4
COc1ccc(S(=O)(=O)NC(CC(=O)N2CCC3(CC2)OCCO3)C(C)C)cc1 (stereo not drawn)	/	-2.6	-7	5	-1	6	5	0	1.4	2
COc1cccc(-c2cnc3c(NC(C)=O)cc(-c4cc(OC)c(OC)c(OC)c4)cn23)c1	0.9	-0.5	/	-5	9	/	/	4	/	-5
Cc1cc(Br)cn2c(Cc3ccsc3)c(C3CCCCC3)nc12	-0.4	-1.4	/	/	5	/	/	/	/	-8
C#CC(c1ccccc1)(c1ccccc1)n1ccnc1	/	-5.8	4	-8	-2	/	/	6	/	5
O=C(CCC(=O)N1CCN(S(=O)(=O)c2ccc(Cl)cc2)CC1)NCc1ccccc1	0.9	0.2	0	-9	-3	-7	6	11	-0.1	1
O=C(CSc1ncccc1-c1nc2ccccc2[nH]1)NCc1ccco1	1.5	-4.3	-10	-17	21	-3	0	2	-1.0	-10
CC(C)OCCCN1CC(=O)N2[C@@H](Cc3c([nH]c4ccccc34)C2(C)C)C1=O	-0.7	-0.1	-1	-12	3	30	4	4	0.2	-4
COc1ccccc1-c1noc(Cn2cc(S(=O)(=O)N3CCCC3)ccc2=O)n1	-0.3	-2.4	1	15	0	/	-21	0	0.7	-23
Cc1ncc(C(=O)O)c(C(=O)O)c1N	-0.2	0.4	2	-15	34*	31	1	6	-0.9	20
c1ccc(COC2COC3C(OCc4ccccc4)COC23)cc1 (stereo not drawn)	0.3	/	3	-11	-1	/	/	-4	/	-6
O=C(CCl)Nc1ccccc1C(=O)Nc1ccc2c(c1)OCO2	/	-0.6	-1	-15	-1	8	-5	8	-1.1	-6
CC(/C=N/n1cnnc1)=C\c1ccco1	-1.9	-1.3	-14	8	1	49	-8	39*	-1.0	-1
CC(Cc1ccccc1)NCc1ccccc1O (stereo not drawn)	-1.0	-0.4	10	-10	0	22	4	10	-0.4	1
O=C(CSc1ncnc2c1oc1ccccc12)NC1CCCCC1	-0.9	-0.5	-25	-8	1	25	-1	6	-1.7	-4
O=C(COC(=O)C1CCC(=O)N1)Nc1ccccc1Br (stereo not drawn)	-0.7	-0.4	-8	-12	1	18	-13	32*	0.9	-13
O=C(COC(=O)/C=C/c1ccccc1Cl)NC(=O)Cc1ccccc1	-0.6	-1.4	4	-1	2	-5	7	4	-1.2	-1
CN(C)/C=C(\C(=O)c1ccc(Cl)cc1)c1nnnn1-c1ccc(Cl)cc1	1.2	-1.2	-26	13	0	/	-3	9	-0.8	-10
O=C(NCCCn1ccnc1)/C(=C\c1cccs1)NC(=O)c1ccco1	0.1	-2.0	3	1	-2	-4	0	13	1.0	-1
Cn1c(SCc2ccccc2[N+](=O)[O-])nnc1-c1cccnc1	9.4	-1.1	-9	2	-2	20	-9	15	0.2	-9
Cc1cccc(-c2nc3c(c(SCC(=O)N4CCOCC4)n2)Cc2c(CO)cnc(C)c2O3)c1	-0.2	-2.7	21	/	2	29	-18	9	-6.4	-3
COc1ccc(-n2nnnc2S(=O)(=O)CC(=O)N2CCCCC2)cc1	0.5	-4.7	8	1	-1	12	-3	-10	2.9	-3
CCCN(CC(=O)Nc1ccccc1OC)CC(=O)c1c(N)n(Cc2ccccc2)c(=O)n(C)c1=O	0.3	-3.1	-6	4	-1	/	/	-3	/	1
CCN(CC)S(=O)(=O)c1cccc(NC(=O)c2ccc(-n3nc(C)cc3C)cc2)c1	4.0	-3.8	3	18	6	16	-10	-4	0.7	-4
COc1cc(C(=O)Nc2ccc(Br)cc2C(=O)c2ccccc2Cl)cc(OC)c1OC	/	-6.4	-7	-1	1	8	-9	-5	0.0	1
COc1ccccc1NC(=S)NNC(=O)c1nn(C)c(C)c1Br	3.6	-1.6	2	-2	0	13	5	21	1.5	-14
CSc1ccc(-c2ccco2)nn1	/	-0.5	9	-2	4	23	5	4	0.7	0
COc1cc(OC)cc(C(=O)NNC(=O)C2CSC3(C)CCC(=O)N23)c1 (stereo not drawn)	-1.4	-3.0	10	-4	0	/	5	-5	-1.8	/
CCCCc1nc(SCC(=O)N2CCCC2)c2c(=O)n(C)c(=O)n(C)c2n1	0.7	-1.5	4	-5	-1	45	-7	5	-0.5	0

(continued)
SMILES	BioA inh	FadD28 FP inh	MazEF act	CCHF vOTU inh	Mtb FBA inh	DUSP3 inh	Rv3671c protease	GDH-TPI inh	UGM FP inh	BoNT F protease
NC(=O)c1cccnc1Oc1cccc(Cl)c1	-0.7	-2.3	6	-14	0	-19	13	-1	-4.3	-5
CCOc1ccc(NC(=O)CC2C(=O)N(c3cccc(OC)c3)C(=O)N2CCOC)cc1 (stereo not drawn)	-1.0	-4.0	2	2	-2	-16	1	0	-1.5	-1
Cc1noc(C)c1S(=O)(=O)N(C)C[C@H]1Oc2c(NS(=O)(=O)c3cn(C)cn3)cccc2C(=O)N([C@H](C)CO)C[C@@H]1C	-2.6&0.5	-1.8	8	2	3	/	7	8	/	-6
Cc1occc1C(=O)NNC(=O)c1nn(C)c(=O)c2ccccc12	/	-1.9	9	4	-4	12	15	-4	-1.8	-1
CCOC(=O)CC1C(=O)NCCN1C(=O)c1ccc(Cl)cc1Cl (stereo not drawn)	1.0	-2.7	4	-4	1	-6	-2	-6	-1.2	4
CCc1ccc(NC(=O)CSc2ccc(-c3cccnc3)nn2)cc1	3.9	-0.9	-14	-6	3	15	-2	16	-2.1	8
COc1ccc(C2C(C#N)=C(N)Oc3n[nH]c(-c4ccccn4)c32)c(OC)c1OC (stereo not drawn)	-4.7	-2.2	3	-10	0	-18	-2	-9	2.7	-5
CN(C)CCCOc1ccc(-c2cccc3nncn23)cn1	-0.2	-0.8	/	-18	43*	/	/	10	/	1
O=C(N/N=C/C=C\c1ccco1)c1cccnc1	0.3	-0.8	12	17	-3	14	-4	33*	-1.2	4
COc1cc(O)c(C(CC(=O)N2CCN(c3ccccc3)CC2)c2cc(OC)c(OC)c(OC)c2)c(OC)c1 (stereo not drawn)	-2.2	1.6	-12	4	2	7	0	3	-4.6	-10

Rewritten bar-delimited: two of the compounds above
SMILES | BioA inh | FadD28 FP inh | MazEF act | CCHF vOTU inh | Mtb FBA inh | DUSP3 inh | Rv3671c protease | GDH-TPI inh | UGM FP inh | BoNT F protease
Cc1cc(C)c(NC(=O)CNC(=O)Cc2sc(C)nc2-c2ccc(F)cc2)c(C)c1 | / | -0.2 | -7 | 0 | 3 | / | -11 | 4 | -2.2 | 2
C[C@]12CC[C@@H]3c4ccc(O)cc4CC[C@H]3[C@@H]1C[C@@H](O)[C@@H]2O | -0.1 | 1.3 | 5 | -2 | 4 | 9 | -3 | 7 | 0.0 | 20

(more compounds)
SMILES	BioA inh	FadD28 FP inh	MazEF act	CCHF vOTU inh	Mtb FBA inh	DUSP3 inh	Rv3671c protease	GDH-TPI inh	UGM FP inh	BoNT F protease
COC(=O)[C@@H]1C[C@H]1[C@@H](NC(=O)c1cc(C)on1)c1ccccc1	-0.8	-0.9	5	13	0	/	-4	3	-0.8	1
CCCc1cc(=O)oc2cc(C)cc(OCC(=O)O)c12	-0.3	-2.3	-30	-49	97*	17	0	17	3.0	1
CC1Cc2ccccc2N1C(=O)CSc1ccccc1 (stereo not drawn)	0.4	-3.5	-5	-2	-3	4	9	-4	1.8	-10
CC1CCCN(C(=O)Cn2nnc(-c3ccc(F)cc3)n2)C1 (stereo not drawn)	/	/	5	-5	3	-16	4	-1	-0.9	-14
Cc1cccc(-c2ccc3[nH]c4c(c3c2)CCN2C[C@H]3[C@H](C)ON(C)[C@H]3C[C@@H]42)c1	0.4	-7.1	-3	4	10	/	/	10	/	-6
O=C(NNc1nc2ccccc2s1)Nc1ccc(Cl)c(Cl)c1	/	-3.1	7	8	-2	15	-9	2	0.2	-1
COC(=O)C1C(O)=C(C=Nc2ccc3ccccc3c2)C(=O)CC1(C)C (stereo not drawn)	1.6	-1.2	-28	-1	-2	14	-6	-1	2.0	0

Screens from PubChem BioAssay.
